Pemphigus Ab inh = blocks pemphigus antibody binding to human desmoglein-3 | 310,000 tested, 0.48% active | P32926 | DSG3-coupled beads, scFv-anti-DSG3-GFP binding, flow cytometry; active compounds read low | binding (percent of control), % at 10 µM;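 active = binding more than 3 SD below its plate's average and above zero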;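 also: hits lower antibody fragment binding to DSG3; some compounds called inactive have numbers as strong as hits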
Target sequence (P32926 whole entry, looked up, the tested form may be a part): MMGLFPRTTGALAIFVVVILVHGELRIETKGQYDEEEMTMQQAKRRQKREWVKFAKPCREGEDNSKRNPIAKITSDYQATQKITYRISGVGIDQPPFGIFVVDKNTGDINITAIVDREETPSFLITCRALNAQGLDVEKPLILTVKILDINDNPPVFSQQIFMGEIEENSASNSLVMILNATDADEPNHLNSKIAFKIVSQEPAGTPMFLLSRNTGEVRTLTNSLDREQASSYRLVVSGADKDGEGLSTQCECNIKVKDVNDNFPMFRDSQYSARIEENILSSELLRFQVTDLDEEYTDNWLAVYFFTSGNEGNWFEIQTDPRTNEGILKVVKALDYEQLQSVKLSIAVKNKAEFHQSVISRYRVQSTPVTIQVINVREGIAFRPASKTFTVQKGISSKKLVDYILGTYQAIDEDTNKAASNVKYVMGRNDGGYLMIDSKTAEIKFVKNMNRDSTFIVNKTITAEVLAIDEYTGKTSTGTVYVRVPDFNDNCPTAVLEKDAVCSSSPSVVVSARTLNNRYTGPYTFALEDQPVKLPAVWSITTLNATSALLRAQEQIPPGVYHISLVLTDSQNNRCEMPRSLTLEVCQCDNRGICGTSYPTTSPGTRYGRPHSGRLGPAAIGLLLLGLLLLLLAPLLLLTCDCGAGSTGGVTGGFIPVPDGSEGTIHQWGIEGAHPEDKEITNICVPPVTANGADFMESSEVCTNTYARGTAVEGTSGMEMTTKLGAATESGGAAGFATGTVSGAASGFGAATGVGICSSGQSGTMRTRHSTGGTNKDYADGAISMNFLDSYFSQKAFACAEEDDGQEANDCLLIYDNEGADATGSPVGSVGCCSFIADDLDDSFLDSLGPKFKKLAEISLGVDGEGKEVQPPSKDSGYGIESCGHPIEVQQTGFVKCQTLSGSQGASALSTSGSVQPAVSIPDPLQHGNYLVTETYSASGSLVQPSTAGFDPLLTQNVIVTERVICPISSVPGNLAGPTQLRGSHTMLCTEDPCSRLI
Keap1 Nrf2 FP = Keap1-Nrf2 (human) interaction inhibition | Q14145 | Keap1 Kelch-Nrf2 peptide fluorescence polarization, 1536-well | inhibition, % at 9.4 µM | 340,000 tested, 0.15% active; in the data active = inhibition above about 12%;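 also: human Keap1 Kelch domain with fluorescein labeled Nrf2 9mer peptide probe; 0% = neutral control wells and 100% = peptide positive control; higher means more block of Keap1 binding to Nrf2 peptide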
Arrestin-AP2 inh = blocks beta-arrestin peptide binding to AP2 adaptin; FITC-arrestin peptide / GST-AP2 beads, flow cytometry; AP2 beta2 appendage carries R879A mutation; inhibition, % at 10 µM; 340,000 tested, 0.31% active; AID 504490;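 active = inhibition above a set limit, near 3 SD of compounds lacking own fluorescence, cut at about 54% in these data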;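 also: plate controls were DMSO wells for no effect and 5 µM unlabelled arrestin peptide for full effect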
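System: GST-AP2 R879A glutathione beads; medium: PBS, Tween 20 0.05%, BSA 0.1%; reagent: fluorescein-tagged arrestin peptide at 50 nM final; schedule: pre-incubation 12 min, peptide binding 1 h, room temperature; detection: flow cytometry, FL1 (488/535 nm); read-out: inhibition as reduced fluorescein signal on beads, percent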
cardiac RTF act = increases calcium sensitivity of human cardiac regulated thin filaments; P19429+P45379; IANBD-labeled TnC RTF fluorescence at EC20 calcium; 0% EC20 calcium, 100% full calcium; activation, % at 7.2 µM; 340,000 tested, 0.24% active;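 active = activation above the mean over all tested compounds plus 3 SD, cut at about 30% in these data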;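 also: rise in fluorescence read as greater calcium sensitivity of cardiac thin filaments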
Wnt act = Wnt/beta-catenin pathway activation. activation, % at 9.35 µM. 300,000 tested, 1.2% active. Wnt/beta-catenin reporter cell assay, activator, plate reader. AID 743398; in the data active = activation above about 30%, passing the limit was not always enough;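 also: 0% = neutral control wells and 100% = positive control wells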
V-ATPase pH = regulators of yeast V-ATPase proton transport; 350,000 tested, 0.37% active; AID 504577; response, % at 10 µM; S. cerevisiae, pHLuorin cytosolic pH fluorescence; in the data active = response mostly above about 7.3%, no sharp cut-off; inactive = mostly below about 5.4%; also: actives read high; inactives centre near 0; some compounds called inactive have numbers as strong as hits; reference of the scale not given here
MOR-DOR inv ag = inverse agonists of human mu-delta opioid receptor heterodimerization; P35372+P41143; cell-based MOR-DOR heterodimer luminescence, inverse agonism; inhibition, % at 9.3 µM; 340,000 tested, 0.21% active; AID 504357; in the data active = inhibition above about 22%, passing the limit was not always enough;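 also: 0% = cells with DMSO and 100% = wells without cells with DMSO; values of inactives mirror those of a sister screen read the other way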
Cardiac RTF inh = cardiac RTF calcium desensitization; P19429+P45379; IANBD-labeled cardiac RTF, Ca2+ fluorescence; inhibition, % at 7.15 µM; 340,000 tested, 0.12% active; AID 493244;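 active = inhibition above the mean inhibition of all tested compounds plus 3 SD, cut at about 17% in these data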;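 also: assay run at fixed EC70 calcium of 1.6 mM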
OPRM1-OPRD1 ag = OPRM1-OPRD1 heterodimerization agonism | P35372+P41143 | cells, luminescence | activation, % at 9.3 µM | 340,000 tested, 0.3% active | AID 504326; in the data active = activation above about 18%;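 also: 0% = vehicle-treated cells and 100% = reference agonist; values of inactives mirror those of a sister screen read the other way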
LANA DNA inh = inhibitors of KSHV LANA C-terminal domain DNA binding; MBP-C-LANA/FAM-LBS DNA binding, fluorescence polarization; inhibition, % at 9 µM; 340,000 tested, 0.078% active; AID 504423;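 active = highest replicate inhibition at or above 60% at 9 µM, even if other replicates fall short; inactive = all replicates below 60% inhibition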;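 also: 0% = neutral control wells and 100% = 4 µM acridine orange control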
Active calls of the source: *; x = not tested or not shown.

Structure | Arrestin-AP2 inh | V-ATPase pH | OPRM1-OPRD1 ag | cardiac RTF act | Wnt act | Pemphigus Ab inh | MOR-DOR inv ag | Keap1 Nrf2 FP | Cardiac RTF inh | LANA DNA inh
Cc1c(Cl)cccc1NC(=O)CC(NCCN1CCOCC1)C(=O)O (centres undefined) | 2 | 3 | -1.8 | -1 | 0 | 99 | 9 | -7 | 9 | 0.9
CCOC(=O)c1ccc(N2C(=O)C(CC(N)=O)N(NC(=O)c3cccc(F)c3)C2=S)cc1 (centres undefined) | 6 | 4 | -4.0 | 0 | 3 | 103 | 20 | 1 | 1 | x
Cc1cccc(C)c1NC(=O)CNC(=O)C1COc2ccccc2O1 (centres undefined) | -8 | -3 | -3.2 | 1 | -4 | x | 13 | -6 | 2 | -3.3
COc1ccc(/C=N/NC(=O)c2ccn[nH]2)cc1Cn1nc(C)c([N+](=O)[O-])c1C | 25 | 4 | x | x | 6 | 104 | x | x | x | x
CC(=O)N/C(=C\c1ccccc1)C(=O)OCC(=O)NC1CCCC1 | -1 | 4 | -2.6 | -3 | -1 | 118 | 14 | -6 | -9 | -0.5
COc1cccc(C(=O)Nc2cccc(OCC(=O)c3ccccc3)c2)c1 | 2 | -2 | -1.9 | -2 | -2 | 97 | 9 | 4 | 1 | 1.1
COc1cc(C(=O)OCCCc2cc3ccccc3c(=O)o2)cc(OC)c1OC | 4 | 0 | -4.0 | 11 | -3 | 97 | 21 | -1 | -42 | 0.5
CC(C)NS(=O)(=O)c1ccc(OCC(=O)Nc2ccc(F)cc2F)cc1 | 7 | 6 | -1.4 | 1 | -2 | 102 | 8 | 1 | -8 | -0.5
Cc1cc(C(=O)Nc2nc(-c3ccccn3)cs2)ccc1[N+](=O)[O-] | -3 | -1 | -1.3 | 2 | -2 | 98 | 7 | -2 | -7 | -0.3
O=Cc1cc(CCC(=O)O)ccc1O | 7 | -6 | -2.5 | -1 | -4 | 103 | 14 | -2 | -3 | -1.1
Cc1ccc(OCC(=O)Oc2ccccc2[N+](=O)[O-])cc1 | 20 | 2 | -1.9 | 3 | 0 | 110 | 10 | -13 | -5 | -0.4
C=C(C)Cn1c(SCC(=O)O)nnc1-c1ccc(C(C)(C)C)cc1 | 11 | 0 | -3.3 | -2 | 1 | 97 | 16 | -1 | -7 | -1.1
CC(=O)c1ccc(S(=O)(=O)N2CCN(c3nc4c(C)c(C)ccc4cc3C#N)CC2)cc1 | 2 | 3 | 0.2 | 7 | x | 99 | -1 | -3 | -2 | -1.2
N#Cc1ccc(CN2CCN(c3ccc(S(=O)(=O)N4CCCC4)cn3)CC2)cc1 | 0 | -6 | -1.9 | 1 | -5 | 111 | 8 | 3 | -1 | -0.4
CC(C)C[C@H](NC(=O)OC(C)(C)C)C(=O)N1CCC(C(=O)N[C@@H](Cc2ccccc2)C(=O)O)CC1 | 9 | -5 | -2.7 | 3 | x | 112 | 15 | -4 | -1 | -1.5
CC1CCCCN1C(=O)/C=C/c1ccccc1[N+](=O)[O-] (centres undefined) | -3 | 4 | 1.3 | -3 | 3 | 104 | -10 | 7 | -3 | 0.9
O=C(c1ccccc1)N1CCN(C2CC3CCC2C3)CC1 (centres undefined) | 3 | -2 | -2.5 | 3 | x | 96 | 15 | -2 | 2 | 0.8
Cc1ccc(S(=O)(=O)NNC(=O)Nc2ccccc2F)c(C)c1 | -16 | 1 | -3.2 | -4 | 0 | 109 | 18 | -5 | -7 | 1.2
COc1ccc(CN(C)C(=O)C(Cc2ccccc2)NC(=O)c2ccccc2)cc1F (centres undefined) | -1 | 6 | -0.3 | -2 | 0 | 97 | 2 | -2 | -42 | 1.7
COc1ccc(C(=O)Nc2ccc(NC(C)=O)cc2)cc1S(=O)(=O)N1CCCCC1C (centres undefined) | -3 | -3 | -1.8 | 0 | x | 102 | 7 | -2 | -2 | -0.2
O=S1(=O)CCN(C(CO)c2ccccc2)CC1 (centres undefined) | -3 | -3 | -2.0 | -5 | -12 | 97 | 11 | 0 | -18 | 4.2
COc1ccc(NC(=O)/C(=C\c2ccc(OS(=O)(=O)c3ccc(C)cc3)cc2)NC(=O)c2ccccc2)cc1 | -68 | 4 | -4.2 | -1 | x | 97 | 21 | 0 | -3 | -0.7
COc1ccc(C2=NN(C(=O)CSc3nccn3C)C(c3ccco3)C2)cc1 (centres undefined) | -11 | -1 | -4.8 | -5 | 4 | x | 19 | -2 | -4 | 1.9
C=C(C)[C@H]1CC=C(C)C(=O)C1 | 8 | 10 | -3.7 | 1 | 0 | 104 | 20 | 4 | 0 | 0.5
O=C(NC1CCSc2ccccc21)c1ccc(F)cc1 (centres undefined) | 2 | 2 | -2.0 | -2 | 0 | 109 | 11 | -3 | -10 | -1.0
Cc1ccc(C(=O)NCC(=O)N2CCCCCCC2)cc1 | 34 | -1 | -3.9 | 6 | 5 | 102 | 16 | -2 | 3 | 0.0
CC1=NN(C(=S)Nc2ccccc2)C(c2ccccc2)C1 (centres undefined) | -2 | -1 | 0.8 | -5 | 9 | 100 | -5 | 2 | -2 | 0.1
CC1C2(C)OC(=N)C(C#N)(C(C)O2)C1(C#N)C#N (centres undefined) | 1 | 6 | 0.3 | 17 | x | 107 | -1 | 8 | -13 | 30
Cn1c(N)c(C(=O)CSc2nnc(C3CC3)n2-c2ccccc2)c(=O)[nH]c1=O | 1 | -4 | 0.1 | 2 | 2 | 119 | -1 | -7 | -10 | 0.2
Cc1ccc(S(=O)(=O)c2c(N)n(Cc3ccco3)c3nc4ccccc4nc23)cc1 | 6 | 3 | 2.2 | 17 | -3 | 97 | -11 | -8 | -30 | 3.5

2 consecutive entries already listed, for reference:
Structure | Arrestin-AP2 inh | V-ATPase pH | OPRM1-OPRD1 ag | cardiac RTF act | Wnt act | Pemphigus Ab inh | MOR-DOR inv ag | Keap1 Nrf2 FP | Cardiac RTF inh | LANA DNA inh
COc1cc(C(=O)OCCCc2cc3ccccc3c(=O)o2)cc(OC)c1OC | 4 | 0 | -4.0 | 11 | -3 | 97 | 21 | -1 | -42 | 0.5
CC(C)NS(=O)(=O)c1ccc(OCC(=O)Nc2ccc(F)cc2F)cc1 | 7 | 6 | -1.4 | 1 | -2 | 102 | 8 | 1 | -8 | -0.5

(continued)
Structure | Arrestin-AP2 inh | V-ATPase pH | OPRM1-OPRD1 ag | cardiac RTF act | Wnt act | Pemphigus Ab inh | MOR-DOR inv ag | Keap1 Nrf2 FP | Cardiac RTF inh | LANA DNA inh
COc1ccc(C2=NS(=O)(=O)N(C)C(C(=O)NC3CCCC3)=C2)cc1 | 23 | 8 | 1.5 | 18 | 1 | 104 | -9 | -1 | -6 | 3.4
Cc1[nH]c(=O)[nH]c(=O)c1S(=O)(=O)N1CCC(C(=O)NC(C)c2ccccc2)CC1 (centres undefined) | -2 | -2 | -1.9 | 3 | -1 | 100 | 10 | -4 | -1 | -0.7
Cc1ccc(C)c(NC(=O)COC(=O)c2ccc[n+]([O-])c2)c1 | 29 | 2 | -3.0 | -7 | 0 | 98 | 15 | -2 | 6 | 6.7
CCOc1ccc(CN(C)CC(=O)Nc2cc(C)c(C)cc2[N+](=O)[O-])cc1 | -1 | -4 | 2.3 | 3 | -1 | x | -10 | -4 | -2 | -0.8
CC(=O)NCc1ccc(-c2csc(N)n2)s1 | 2 | 0 | -3.3 | 8 | -5 | 105 | 20 | -8 | -1 | 0.0
CCOc1ccc(S(=O)(=O)N(CC(=O)NCC2CCCO2)c2ccc(F)cc2)cc1 (centres undefined) | -1 | 1 | 0.0 | 0 | -1 | x | 0 | -5 | 1 | -2.0
CC1CCCC(C)N1C(=O)COC(=O)/C=C/c1ccc(Br)o1 (centres undefined) | -1 | -5 | 0.1 | 2 | 0 | 95 | -1 | -3 | -3 | 1.3
O=C(O)CCCC(=O)Nc1cccc(C(F)(F)F)c1 | -5 | -3 | 1.0 | 0 | x | 88 | -6 | 0 | 1 | 0.1
CN(CC(=O)O/N=C(\N)c1ccccn1)S(=O)(=O)c1ccccc1 | 1 | -6 | -3.4 | -4 | 2 | 103 | 18 | -3 | -1 | -0.1
C=CCn1c(COc2ccccc2OC)nc2ccccc21 | 10 | 0 | -1.3 | -5 | 1 | 103 | 6 | 1 | -10 | 7.9
Cc1ccc(C)n1Cc1ccccc1Cl | 15 | 1 | -0.6 | -2 | 2 | 98 | 3 | -2 | -8 | -0.8
CC(C)NCCOCCSc1ccc(Cl)cc1 | -2 | 0 | -1.5 | -8 | x | 101 | 8 | 2 | 3 | 0.0
COc1cccc(C2CCCN2Cc2nc(-c3cnccn3)no2)c1 (centres undefined) | 3 | 2 | -3.2 | 1 | 1 | 91 | 16 | 0 | -16 | -0.5
NC(=O)CSc1ncc(-c2ccc([N+](=O)[O-])cc2)[nH]1 | 25 | -2 | 0.1 | -1 | 2 | 97 | 0 | -1 | -6 | -1.0
CCOc1ccc(N(CC(=O)Nc2cccc(F)c2)S(=O)(=O)c2c(C)noc2C)cc1 | 2 | 4 | 5.9 | 1 | -4 | 116 | -30 | -1 | -2 | -0.6
O=S(=O)(c1ccccc1)N1CCN(C(=S)NCCc2ccccc2)CC1 | -5 | -1 | 0.2 | 2 | -3 | x | -1 | -7 | -3 | 0.1
COc1ccc(NC(=O)CN(C)C(=O)Cc2coc3cc(C)c(C)cc23)cc1 | 1 | 0 | 0.3 | -1 | -4 | 105 | -2 | -6 | -11 | -10
Cc1ccc2c(c1)c1c(c(=O)n(-c3ccccc3C)c(=O)n1CC(=O)NCC1CCCO1)n2C (centres undefined) | 6 | 0 | -1.7 | 1 | 1 | 99 | 9 | 0 | -5 | 0.3
CCS(=O)(=O)c1nc(S(=O)(=O)c2ccc(C)cc2)c(N2CCCC(C)C2)s1 (centres undefined) | 34 | 3 | 1.1 | -5 | 3 | 105 | -6 | 2 | 6 | 1.1
CCOC(=O)C1CCN(C(=O)CC2C(=O)N(Cc3ccccc3)C(C)c3nc4ccccc4n32)CC1 (centres undefined) | 19 | -5 | x | -2 | x | 94 | x | 0 | -10 | 0.5
CC1(c2ccc3ccccc3c2)NC(=O)N(CC(=O)NCC(C)(C)N2CCOCC2)C1=O (centres undefined) | -4 | 0 | 0.6 | -4 | 0 | 109 | -4 | -5 | -15 | 0.5
CCN(C(=O)c1ccc2c(c1)OCO2)C12CC3CC(CC(C3)C1)C2 | 28 | 1 | 2.9 | -4 | 0 | 102 | -11 | -1 | -3 | -0.1
CC(O)CN(C)CC/C=C1/c2ccccc2CSc2ccccc21 (centres undefined) | 16 | -1 | -3.0 | -5 | x | 104 | 18 | -4 | 1 | 0.4
CCOC(=O)c1c(NC(=O)Cn2c(C)nc3ccccc32)sc2c1CCC2 | 24 | x | x | 6 | -3 | 106 | x | 3 | -5 | 0.5
C/C(Cl)=C/Cn1c(N2CCCC2)nc2c1c(=O)n(C)c(=O)n2C | 19 | -2 | -1.9 | 6 | x | 99 | 11 | 2 | -4 | 3.4
